# Avidin bead fluor = green autofluorescence of compounds with avidin beads – biophysical, 488/530 nm, flow cytometry, artefact control, profiling panel; compound fluorescence 488/530 nm; hits give high values; fluorescence (KMESF) at 10 µM; actives 0.38% (n = 220,000); AID 1775, 2009; in the data active means fluorescence above about 47; further: inactives centre near 10
# Bcl-2 Bim block = inhibitors of Bim-Bcl-2 binding, primary screen, biochemical, multiplexed, human Bcl-2 family. actives 0.06% (n = 190,000). Bead-based flow cytometry, Bim peptide-Bcl-2 binding. Apoptosis regulator Bcl-2 (Homo sapiens), P10415. inhibition, % at 10 µM; in the data active means inhibition above about 40%; inconclusive means no clear call, values can overlap the other calls;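 further: 0% = no compound wells with probe peptide and 100% = reference peptide inhibitor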
# Target sequence (P10415 whole entry, looked up): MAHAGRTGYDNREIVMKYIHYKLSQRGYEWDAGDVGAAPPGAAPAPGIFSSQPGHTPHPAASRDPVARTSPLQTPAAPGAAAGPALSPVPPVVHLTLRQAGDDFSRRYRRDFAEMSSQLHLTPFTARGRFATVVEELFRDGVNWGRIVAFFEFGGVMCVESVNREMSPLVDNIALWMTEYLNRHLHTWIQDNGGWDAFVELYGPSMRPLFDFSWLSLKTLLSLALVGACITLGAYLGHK
# Bim-Bfl-1 = inhibitors of Bim binding to Bfl-1, primary screen, biochemical, multiplexed, bead-based flow cytometry | Bim-Bfl-1 binding inhibition | AID 1008, 2008 | Bcl-2-related protein A1 (Homo sapiens), Q16548 | actives 0.12% (n = 190,000) | inhibition, % at 10 µM;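 further: 0% = wells without compound plus tracer and 100% = blocker peptide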
# ABCG2 inh = ABCG2 efflux pump inhibitors, primary screen, multiplex with ABCB1, IgMXP3 cells, flow cytometry; Broad substrate specificity ATP-binding cassette transporter ABCG2 (Homo sapiens), Q9UNQ0; JC-1 efflux; inhibition, % at 6.6 µM; actives 0.1% (n = 190,000);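 active means inhibition above 80%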;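 further: 0% = DMSO and 100% = nicardipine control wells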
#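 Incubation: cells with compound and JC-1, 10 min at 25 °C, rotating, no wash / Test system: IgMXP3 (ABCG2) plus far-red-tagged CCRF-Adr (ABCB1) cells / Compound dosing: one concentration, 6.6 µM final / Also added: JC-1 fluorescent substrate / Evaluation: efflux inhibition in percent versus controls / Detection: flow cytometry, 530 nm JC-1 signal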
# RGS4-Gao reg = modulators of RGS4 binding to Galphao, primary screen, biochemical, multiplexed bead flow cytometry; Guanine nucleotide-binding protein G(o) subunit alpha (Homo sapiens), P09471; actives lie on both sides; binding response (% of control), % at 10 µM; actives 0.33% (n = 220,000); AID 1415, 2008; in the data active means binding response below about 49% or above about 150%; inactive means in between;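 further: fluorescent Galphao activated with aluminum fluoride binding bead-coupled RGS4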
# Target sequence (P09471 whole entry, looked up): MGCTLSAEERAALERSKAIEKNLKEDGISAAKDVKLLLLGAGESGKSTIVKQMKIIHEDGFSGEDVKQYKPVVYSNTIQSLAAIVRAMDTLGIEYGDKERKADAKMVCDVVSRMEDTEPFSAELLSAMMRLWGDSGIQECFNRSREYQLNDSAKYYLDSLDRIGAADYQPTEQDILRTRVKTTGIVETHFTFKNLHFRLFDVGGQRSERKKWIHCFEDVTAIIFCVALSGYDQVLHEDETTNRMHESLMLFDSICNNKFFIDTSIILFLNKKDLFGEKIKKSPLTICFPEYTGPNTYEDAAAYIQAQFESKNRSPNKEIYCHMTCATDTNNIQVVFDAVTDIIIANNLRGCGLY
# Bcl-XL Bim block = inhibitors of Bim-Bcl-XL binding, primary screen, biochemical, multiplexed, bead flow cytometry, human Bcl-XL; Bim peptide-Bcl-XL binding, fluorescence; inhibition, % at 10 µM; actives 0.04% (n = 190,000); AID 1007, 2008
# Bcl-B Bim block = inhibitors of Bim-Bcl-B binding, primary screen, biochemical, multiplexed, human Bcl-2 family; bead-based flow cytometry, Bim peptide-Bcl-B binding; inhibition, % at 10 µM; Bcl-2-like protein 10 (Homo sapiens), Q9HD36; actives 0.073% (n = 190,000);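 further: 0% = tracer peptide without compound and 100% = reference inhibitor peptide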
# Target sequence (Q9HD36 whole entry, looked up): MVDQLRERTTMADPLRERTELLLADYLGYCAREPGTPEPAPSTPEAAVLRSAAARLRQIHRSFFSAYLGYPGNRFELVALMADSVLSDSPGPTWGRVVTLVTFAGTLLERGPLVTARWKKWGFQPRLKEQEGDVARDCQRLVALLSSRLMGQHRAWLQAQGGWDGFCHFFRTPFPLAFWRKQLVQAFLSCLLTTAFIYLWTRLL
# RGS7-Gao = RGS7-Galphao binding modulators, primary screen, biochemical, multiplexed bead flow cytometry; Guanine nucleotide-binding protein G(o) subunit alpha (Homo sapiens), P09471; actives lie on both sides; binding response (% of control), % at 10 µM; actives 0.35% (n = 220,000); AID 1439, 2008; in the data active means binding response below about 49% or above about 150%; inconclusive means no clear call, values can overlap the other calls; inactive means in between;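 further: fluorescent Galphao held in activated GDP-AlF4 state binding bead-coupled RGS7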
# Bcl-W Bim block = inhibitors of Bim binding to Bcl-W, primary screen, biochemical, multiplexed, bead-based flow cytometry; Bim peptide-Bcl-W binding; Bcl-2-like protein 2 (Homo sapiens), Q92843; inhibition, % at 10 µM; AID 952, 2007; actives 0.02% (n = 190,000);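 further: 0% = bound tracer without compound and 100% = peptide blocker; higher means less fluorescent Bim peptide bound to Bcl-W beads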
# Target sequence (Q92843 whole entry, looked up): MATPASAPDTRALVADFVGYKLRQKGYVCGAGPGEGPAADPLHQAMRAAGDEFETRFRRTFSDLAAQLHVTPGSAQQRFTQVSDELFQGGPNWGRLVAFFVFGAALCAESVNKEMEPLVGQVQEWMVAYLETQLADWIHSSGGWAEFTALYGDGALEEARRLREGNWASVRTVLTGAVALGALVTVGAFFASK
# GSH bead fluor = compound fluorescence on glutathione beads, profiling panel, artefact control, biophysical, 488/530 nm, flow cytometry; GSH beads flow cytometry, compound fluorescence 488/530 nm; hits give high values; fluorescence (KMESF) at 10 µM; actives 0.25% (n = 190,000); in the data active means fluorescence above about 89;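 further: glutathione beads carrying GST-tagged Bcl family fusion proteins plus one bare bead set; values are compound well signal with DMSO vehicle wells as background; inactives centre near 16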
# ABCB1 block = ABCB1 efflux pump inhibitors, primary screen, cell-based, multiplex, flow cytometry, ABCG2 counter-screen; CCRF-Adr cells, JC-1 efflux; inhibition, % at 6.6 µM; actives 0.067% (n = 190,000); in the data active means inhibition above about 40%;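 further: 0% = vehicle and 100% = reference inhibitor; higher value means more JC-1 retained so stronger ABCB1 efflux block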
# Numbers without * were called inactive; ? = inconclusive. Unless noted, no stated cut-off is given here; in the data, active means inhibition above about 40%.
SMILES,Avidin bead fluor,Bcl-2 Bim block,Bim-Bfl-1,ABCG2 inh,RGS4-Gao reg,Bcl-XL Bim block,Bcl-B Bim block,RGS7-Gao,Bcl-W Bim block,GSH bead fluor,ABCB1 block
COCCN(CCOC)S(=O)(=O)c1ccc(C(=O)Nc2sc3c(c2C(N)=O)CCCCC3)cc1,10,-13,-4,3,101,-19,-30,105,-15,10,0.1
C=CCn1c(SCCOc2ccc(OC)cc2)nnc1C(C)NC(=O)c1ccc(OC)cc1 (stereo not given),25,-11,-8,26,104,-6,-5,104,-2,31,10
CC1(C)CC(=O)C/C(=N/NC(=O)CCCOc2ccc(Cl)cc2Cl)C1,11,1,2,1,101,0,5,98,2,11,0.2
COc1cc2c(cc1OC)C(c1ccc(C)o1)CC(=O)N2 (stereo not given),22,-6,0,10,98,-5,-7,97,-5,13,0.5
COc1cccc(-n2c(CN3CCN(c4cccc(C)c4)C(C)C3)nc3ccc([N+](=O)[O-])cc3c2=O)c1 (stereo not given),12,0,1,8,106,0,-3,104,0,6,3.0
O=S(=O)(Nc1ncccn1)c1ccc(NS(=O)(=O)c2cc(Cl)ccc2Cl)cc1,9,5,6,2,104,-1,6,103,0,14,0.5
CC(C)Oc1ccc(C(=O)NCc2ccco2)cc1,9,-8,-12,10,101,-4,-8,104,0,13,4.2
COc1ccc(C2C(=O)N(C3CCCCC3)CC(=O)N2Cc2ccc3c(c2)OCO3)cc1 (stereo not given),19,-7,-1,2,87,-4,-2,85,0,9,2.5
CC1N(O)C(c2ccc(Cl)cc2Cl)N(O)C1(C)C (stereo not given),16,-3,0,1,103,-1,-3,101,-4,16,0.2
Cc1cc(OC(=O)c2ccc(S(=O)(=O)N(C)C)cc2)cc(=O)o1,9,-9,-9,1,97,3,-8,105,3,42,0.2
O=C1CC(c2ccccc2)CC(O)=C1C=NCCN1CCOCC1 (stereo not given),9,-5,-8,7,99,-6,-6,97,0,11,0.8
COC(=O)c1nc2nc(-c3cccs3)cc(C(F)(F)F)n2n1,4,-4,-2,0,100,-4,-2,101,-1,9,-0.3

# Structures shown so far with a furan ring, fused or not (2):
SMILES,Avidin bead fluor,Bcl-2 Bim block,Bim-Bfl-1,ABCG2 inh,RGS4-Gao reg,Bcl-XL Bim block,Bcl-B Bim block,RGS7-Gao,Bcl-W Bim block,GSH bead fluor,ABCB1 block
COc1cc2c(cc1OC)C(c1ccc(C)o1)CC(=O)N2 (stereo not given),22,-6,0,10,98,-5,-7,97,-5,13,0.5
CC(C)Oc1ccc(C(=O)NCc2ccco2)cc1,9,-8,-12,10,101,-4,-8,104,0,13,4.2

# (continued)
SMILES,Avidin bead fluor,Bcl-2 Bim block,Bim-Bfl-1,ABCG2 inh,RGS4-Gao reg,Bcl-XL Bim block,Bcl-B Bim block,RGS7-Gao,Bcl-W Bim block,GSH bead fluor,ABCB1 block
COC(=O)c1ccc(/C=C(\C#N)c2ccccn2)cc1,8,4,2,31,100,-3,3,98,0,13,-1.5
O=C(Nc1nccs1)c1cncc(Br)c1,13,-4,-5,26,102,-4,-5,?,-1,16,0.0
Cc1nc(CS(=O)(=O)c2ccccc2)cc(N2CCN(c3ccccc3F)CC2)n1,24,-2,-7,4,101,0,-4,100,-2,10,0.5
Cc1ccc(/C=N/Nc2ccnc3cc(Cl)ccc23)c(C)c1,13,9,3,0,100,1,-4,99,3,14,-0.1
CC(=O)N/C(=C\c1ccccc1Cl)C(=O)O,22,3,0,1,100,-7,-4,97,-3,16,0.3
COc1cccc(CNS(=O)(=O)c2cn(C)cn2)c1,4,3,-1,-4,119,-3,0,124,2,12,-0.2
O=C(Nc1ccc2c(c1)CCC2)c1ccc(F)cc1,12,-2,-3,18,101,-3,-3,101,-5,11,0.4
Cc1nc(-c2ccc(C(=O)Nc3cccc(Br)c3)cc2)cs1,5,-1,1,1,98,-2,-1,99,-5,10,-0.7
O=C(CS(=O)CC(=O)N(CC(=O)NC1CCCC1)c1ccc2c(c1)OCCO2)Nc1ccc(F)cc1 (stereo not given),22,-5,-3,1,97,-1,-1,92,-4,16,0.8
O=C(CCN1CCOCC1)NNC(=O)/C(=C/c1ccccc1)NC(=O)c1ccccc1,13,-5,-11,-1,43*,-5,-12,54,-4,10,-0.1
N#CC1=C(N)N(c2ccccc2C#N)C2=C(C(=O)CCC2)C1c1ccsc1 (stereo not given),6,-8,-7,3,103,-7,-12,99,4,58,0.3
CCOC(=O)Nc1ccc2c(c1)N(C(=O)CCN1CCN(CCO)CC1)c1ccccc1CC2,11,-3,-1,0,103,1,-1,106,-1,16,0.1
N/C(=N\OC(=O)Cc1ccccc1)c1cccc(Br)c1,10,-5,-5,9,105,-3,-5,100,0,9,0.4
CCOC(=O)C1C(=O)NC(N2CCOCC2)=NC1c1ccco1 (stereo not given),11,-10,-13,1,101,0,-6,98,3,41,-0.5
CCCCN(CCCC)CCCNC(=O)C12CN(Cc3ccccc3)CC1C(c1cccc([N+](=O)[O-])c1)=NO2 (stereo not given),8,4,4,-1,102,3,3,102,0,25,0.7
Cc1nc2ccccc2c(=O)n1/N=C/c1cccs1,11,-2,-4,3,107,-2,-5,?,-1,11,1.2
Cc1sc2ncn(CC(=O)NCc3ccco3)c(=O)c2c1-c1ccc(F)cc1,9,-1,-4,0,99,1,-1,101,2,24,0.3
COC(=O)c1ccc(CSc2nncn2N)cc1,11,0,-3,-2,101,-1,-1,?,2,15,-0.7
CCOc1ccc2[nH]c3c(N4CCN(c5ccccn5)CC4)ncnc3c2c1,10,-6,-10,6,107,1,-3,102,3,11,1.4
Cc1oc(/N=C/c2ccc(O)cc2O)c(C#N)c1C,27,-1,-3,3,107,-3,-2,106,-1,7,0.0
O=C1CN2C(=N1)N(Cc1ccccc1)c1ccccc12,13,-12,-20,11,97,-11,-7,98,-5,37,-0.2
CCOC(=O)C(=Cc1ccc(-n2ccnc2)cc1)C(=O)OCC,-2,-2,-7,1,4.6*,0,-3,?,-1,10,0.1
COc1ccc(-n2nc(N)c(C(N)=O)n2)cc1,20,3,1,6,96,-2,-3,101,-2,10,0.2
COc1ccc(-c2noc(CNC(=O)Nc3ccc(F)cc3)n2)cc1,11,-1,-5,2,99,0,-4,98,-1,10,-0.8
CC1=CC(C)(C)Nc2ccccc21,4,-1,-1,-2,77,-1,-4,73,2,13,-0.2
CSc1nc(C)cc(OCC(=O)N/N=C/c2ccccc2O)n1,5,0,0,13,103,0,0,102,3,10,0.8
CC(C)CNS(=O)(=O)c1ccc(S(=O)(=O)N2CCN(CCC#N)CC2)cc1,5,-9,-8,-1,106,-6,-6,110,-1,27,-0.5
CC1CCc2c(sc3nc4n(c(=O)c23)CCS4)C1 (stereo not given),31,-9,-16,11,97,-2,-6,99,-4,25,1.0
CN(C)C(=O)/C(=C\c1ccc(-c2cccc([N+](=O)[O-])c2)o1)NC(=O)c1ccccc1,10,1,1,9,103,-4,-5,107,1,23,1.8
Cc1ccc2cc(CN(C)C(=O)C3CCCO3)c(=O)[nH]c2c1 (stereo not given),8,-4,-12,1,98,-11,-8,97,0,37,0.7
CN(C)/C=N/c1nc2nccc(-c3ccccn3)n2n1,10,-1,-3,2,102,-2,-4,99,-6,15,0.3
Cc1ccc2c(c1)Oc1ccc([N+](=O)[O-])cc1C(=O)N2,21,-8,-9,0,102,-4,-2,101,-3,9,-0.2
COc1cc(NC(=O)CSc2nnc(Cn3nnc4ccccc43)n2C)cc(OC)c1,3,-2,-1,0,93,-2,-6,100,1,31,-0.3
COc1ccc(Cl)cc1NC(=O)CSc1nnc(CNC(=O)c2ccco2)o1,8,-4,-6,12,100,-1,-3,?,-1,18,0.5
CN1CCN(S(=O)(=O)c2cccc(C(=O)Nc3sc4c(c3C(N)=O)CCCC4)c2)CC1,15,-6,-2,0,108,2,-6,111,6,28,0.3
CC(C)(C)NC(=O)/C=N/O,6,-6,-6,-1,99,-8,-6,94,-5,11,0.0
CC(C)(C)n1nnnc1CN1CCN(C(c2ccccc2)c2ccccc2)CC1,24,-16,-3,-1,102,-3,-6,101,-5,19,-0.3
COc1ccc2nc(NC(=O)c3ccc(-n4nc(C)cc4C)cc3)sc2c1,4,0,-9,-1,102,0,-4,100,0,29,-0.2
C/C(CS(=O)(=O)c1ccc(Cl)cc1)=N/NC(N)=S,7,-5,-8,-3,101,-10,-9,102,-7,12,-0.1
COC(=O)CCC(=O)NC(=S)Nc1cc(Cl)ccc1Cl,9,-4,-4,2,103,0,-5,99,-4,21,0.2
COc1cc(/C=N/O)ccc1Oc1ccc([N+](=O)[O-])cc1[N+](=O)[O-],5,-2,-6,0,58,-2,-4,58,-3,14,-0.3
C/C(=N\NC(=O)c1c(-c2ccccc2Cl)noc1C)c1cccc(NC(=O)C(C)C)c1,2,-1,2,8,94,-5,-8,99,-4,16,1.2
O=C(NNC(=O)C(c1ccccc1)c1ccccc1)c1ccccn1,3,-3,-5,9,100,-8,-7,99,-6,11,1.3
CCC(=O)c1ccc(OCC(O)CN(C)C2CCCCC2)cc1 (stereo not given),5,-10,-14,0,113,-24,-10,104,-1,30,0.3
Cc1cccc(C)c1NC(=O)/C(=C/c1ccco1)c1ccccc1,20,5,3,1,104,-1,2,103,0,10,0.8
CCOc1ccc(S(=O)(=O)NN2Cc3ccccc3C2=N)cc1,6,4,4,16,100,-5,0,98,-2,12,0.4
CCN(CC)S(=O)(=O)N1CCN(S(=O)(=O)N2CCOCC2)CC1,13,1,1,0,101,-1,0,101,1,10,0.4
COc1cccc(-c2cc(C(=O)Nc3cc(C)on3)no2)c1,9,-6,-9,0,97,-4,-5,97,1,4,0.9
O=Cc1cn(CCC(=O)O)nc1-c1cccc(Br)c1,20,0,-2,1,102,-2,0,103,0,11,0.2
COc1ccccc1C(=O)Nc1ccc2c(c1)OCCO2,3,-3,2,0,98,0,-2,102,0,22,0.1
O=C(CCn1c(=O)[nH]c2ccsc2c1=O)NCCc1ccc(Cl)cc1,9,-6,-12,3,94,0,-8,99,0,42,-0.1
O=C(CC1C(=O)NCCN1CC(c1ccccc1)c1ccccc1)NCCc1cn[nH]c1 (stereo not given),6,-2,-3,2,107,0,-6,102,-4,17,1.4
